# IL-1B inflam inh: qHTS for Inhibitors of Inflammasome Signaling: IL-1-beta AlphaLISA Primary Screen; THP-1 LPS/ATP IL-1B secretion, AlphaLISA, 16 h; active compounds read low; activity change, % at 57.5 µM; actives 4.7% (n = 360,000); AID 743279, 2014; in the data active = activity change below about -50%; inconclusive = mostly about -30% to -49%; note: % is set by controls: 0 for no effect and ±100 for the full control effect
#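 THP-1 cells pretreated 1 hr with compounds (up to 57.5 uM final), then stimulated with LPS (250 ng/mL final) plus ATP (1.25 mM final); secreted IL-1B measured by AlphaLISA after 16 hr, decreased signal indicating inhibition.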
# ATXN2 expr inh: Primary qHTS for Inhibitors of ATXN expression. AID 1745845, 2022. actives 0.72% (n = 360,000). Potency, µM (series often up to 57 µM), for inactives: top-dose activity change, negative = inhibition, most hits filed as inhibitors. HEK-293 ATXN2-luciferase reporter, luminescence, 24 h; note: potency is the fitted concentration of half-maximal effect; % is set by controls: 0 for no effect and ±100 for the full control effect; nearly all actives have a fitted effect of over 55% in size
#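 ATXN2-luciferase reporter cells (luciferase flanked by upstream and downstream ATXN2 gene portions) were treated 24 h at 37 °C with compounds at up to 57 uM. SteadyGlo luminescence gave expression; GF-AFC fluorescence gave viability.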
# KB-V1 cytotox: qHTS assay for MDR1-selective chemotherapeutics: Primary screen using the drug-selected MDR subline cells KB-V1 | Potency, µM (doses to about 46.1 µM), inactives show at the highest dose activity change, negative = cytotoxicity, actives largely listed as cytotoxic | actives 3.4% (n = 400,000) | KB-V1 MDR cells viability, CellTiter-Glo, 72 h; note: potency is the fitted concentration of half-maximal effect; % is set by controls: 0 for no effect and ±100 for the full control effect; nearly all actives have a fitted effect of over 60% in size
#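 KB-V1, DMEM (no phenol red) + 10% FBS; cpd pin-transferred, titration series; 72 h, 37 degrees C; CellTiter-Glo, luminescence. Data normalized, curve-fit.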
# KB-3-1 cytotox: qHTS assay for MDR1-selective chemotherapeutics: Primary screen using the parental adenocarcinoma cell KB-3-1; KB-3-1 viability, CellTiter-Glo ATP luminescence, 72 h; Potency, µM (series often up to 46.1 µM), for inactives: at the highest dose activity change, negative = cytotoxic, actives largely listed as cytotoxic; actives 1.4% (n = 400,000); note: potency is the fitted concentration of half-maximal effect; % is set by controls: 0 for no effect and ±100 for the full control effect; nearly all actives have a fitted effect of over 60% in size
#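 Here the drug-naive KB-3-1 line serves as comparator for MDR sub-line selectivity; cells received compound titrations, 72 h at 37 °C, then CellTiter-Glo readout.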
# MCF10A rereplic: A quantitative high throughput screen for small molecules that induce DNA re-replication in MCF 10a normal breast cells | MCF 10A DNA re-replication, Hoechst nuclear intensity, 48 h | Potency, µM (top dose mostly 46.1 µM), without a hit: at the highest dose activity, positive = re-replication, most hits filed as activators | actives 2.9% (n = 350,000); note: potency is the fitted concentration of half-maximal effect; % of control where 0% means no effect; nearly all actives have a fitted effect of over 50% in size
# WRN inhibitor: qHTS for Inhibitors of WRN Helicase. Bifunctional 3'-5' exonuclease/ATP-dependent helicase WRN (Homo sapiens), Q14191. WRN helicase unwinding, fluorescent forked duplex, kinetic. Potency, µM (doses to about 114 µM), for inactives: at the highest dose activity change, negative = inhibition, usual class: inhibitors. actives 0.46% (n = 360,000). AID 651768, 2012; note: potency is the fitted concentration of half-maximal effect; % is set by controls: 0 for no effect and ±100 for the full control effect; nearly all actives have a fitted effect of over 55% in size
# Target sequence (Q14191 whole entry, looked up): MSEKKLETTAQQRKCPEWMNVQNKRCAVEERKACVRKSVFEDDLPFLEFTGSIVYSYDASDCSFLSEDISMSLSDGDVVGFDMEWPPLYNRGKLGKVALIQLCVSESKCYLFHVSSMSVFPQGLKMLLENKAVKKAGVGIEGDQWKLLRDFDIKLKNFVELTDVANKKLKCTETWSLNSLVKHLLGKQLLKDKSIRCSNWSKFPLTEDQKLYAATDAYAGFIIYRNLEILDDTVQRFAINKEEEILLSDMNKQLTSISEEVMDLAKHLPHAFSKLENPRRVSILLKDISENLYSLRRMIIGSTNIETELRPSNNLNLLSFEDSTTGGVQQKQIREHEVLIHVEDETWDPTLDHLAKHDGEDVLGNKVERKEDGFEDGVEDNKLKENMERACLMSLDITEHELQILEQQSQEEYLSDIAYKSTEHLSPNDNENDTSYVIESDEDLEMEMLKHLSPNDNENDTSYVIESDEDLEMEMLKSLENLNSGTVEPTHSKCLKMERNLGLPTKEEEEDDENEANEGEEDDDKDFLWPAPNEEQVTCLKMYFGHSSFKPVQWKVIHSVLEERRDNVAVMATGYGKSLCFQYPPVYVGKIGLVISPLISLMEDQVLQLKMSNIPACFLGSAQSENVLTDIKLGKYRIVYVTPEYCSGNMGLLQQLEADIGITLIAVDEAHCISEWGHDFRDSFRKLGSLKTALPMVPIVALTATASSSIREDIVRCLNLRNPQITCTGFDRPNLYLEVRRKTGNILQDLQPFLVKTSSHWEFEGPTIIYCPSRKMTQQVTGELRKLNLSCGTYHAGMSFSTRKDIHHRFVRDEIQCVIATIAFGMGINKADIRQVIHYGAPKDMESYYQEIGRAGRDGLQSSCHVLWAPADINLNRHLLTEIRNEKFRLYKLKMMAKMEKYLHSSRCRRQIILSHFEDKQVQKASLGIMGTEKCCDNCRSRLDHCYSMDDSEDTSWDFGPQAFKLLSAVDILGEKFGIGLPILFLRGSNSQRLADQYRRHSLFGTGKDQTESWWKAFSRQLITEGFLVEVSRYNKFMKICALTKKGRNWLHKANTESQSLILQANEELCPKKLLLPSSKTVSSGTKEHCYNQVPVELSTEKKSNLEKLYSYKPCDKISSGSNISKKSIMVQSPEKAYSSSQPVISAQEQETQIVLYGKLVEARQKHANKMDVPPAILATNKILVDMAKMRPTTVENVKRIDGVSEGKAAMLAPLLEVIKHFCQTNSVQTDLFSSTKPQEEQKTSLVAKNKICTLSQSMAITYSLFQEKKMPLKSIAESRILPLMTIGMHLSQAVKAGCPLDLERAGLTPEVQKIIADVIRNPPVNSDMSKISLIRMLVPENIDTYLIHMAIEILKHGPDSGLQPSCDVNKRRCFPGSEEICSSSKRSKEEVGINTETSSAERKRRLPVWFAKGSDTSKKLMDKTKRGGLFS
#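 Screening of the MLSMR collection measured strand separation of a quenched forked DNA duplex (100 nM) by 20 nM WRN with 2 mM ATP, all final. Compounds were preincubated with enzyme 15 min at room temperature.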
# HT1080 IDH1KD tx: qHTS for induction of synthetic lethality in tumor cells producing 2HG: qHTS for the HT-1080-IDH1KD cell line | HT-1080 IDH1 knockdown viability, ATP luminescence, 48 h | Potency, µM (series often up to 46.1 µM), inactives show top-dose activity, negative = toxicity, usual class: cytotoxic | actives 2% (n = 360,000);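 note: potency is the fitted concentration of half-maximal effect; 0% = DMSO wells and -100% = cell-free medium wells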
#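 Knockdown cells (IDH1KD HT-1080) received compounds 2 h after plating at 750 cells/well and were kept 48 h at 37 °C in 5% FBS RPMI. A CellTiter-Glo luminescence read gave % activity for curve fitting.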
# SW480 rereplic: A quantitative high throughput screen for small molecules that induce DNA re-replication in SW480 colon adenocarcinoma cells. SW480 DNA re-replication, Hoechst DNA content imaging, 48 h. Potency, µM (top dose mostly 46.1 µM), for the others: at the top dose re-replication activation, actives largely listed as activators. actives 1.8% (n = 340,000); note: potency is the fitted concentration of half-maximal effect; % of control where 0% means no effect; nearly all actives have a fitted effect of over 55% in size
#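 SW480 cells exposed to compounds for 48 hr at 37 C, 5% CO2, then Hoechst-stained 40 min. Nuclear DNA content imaged by fluorescence scanning (405 nm excitation, 500-530 nm emission); re-replication scored as increased high-intensity nuclei.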
# HT1080NT lethal: qHTS for induction of synthetic lethality in tumor cells producing 2HG: qHTS for the HT-1080-NT fibrosarcoma cell line; actives 1.6% (n = 360,000); HT-1080-NT fibrosarcoma viability, CellTiter-Glo ATP luminescence, 48 h; Potency, µM (doses to about 46.1 µM), for inactives: at the top dose activity, negative = less viability, hits mostly cytotoxic; AID 686970, 2013;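 note: NT is the 2HG producing partner of a matched IDH1 knockdown line; potency is the fitted concentration of half-maximal effect; 0% = DMSO-treated cells and -100% = media-only wells without cells; nearly all actives have a fitted effect of over 55% in size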
#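 Toxicity toward the 2HG-producing NT line was scored as %Activity, normalised to DMSO and no-cell wells, from CellTiter-Glo luminescence after 48 hours' treatment.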
# An asterisk follows results filed as active; u = inconclusive; x = no result given; & = joins results of further samples; [ ] = remark or other dose. Unless noted, calls come from the whole dose curve; as a rule, active = well fitted curve in the direction sought with a large enough effect; inconclusive = small, poorly fitted or top-dose-only effect, or another doubt; inactive = no such curve, though single readings can be large; an effect the other way counts as inactive or inconclusive. Rows are unselected; 12% or so of the library scored in one or more.
SMILES,IL-1B inflam inh,ATXN2 expr inh,KB-V1 cytotox,KB-3-1 cytotox,MCF10A rereplic,WRN inhibitor,HT1080 IDH1KD tx,SW480 rereplic,HT1080NT lethal
C=CCn1c(SCC(=O)Nc2ccc3c(c2)OCCO3)nnc1-c1ccco1,-2,5%,9.2µM*,11%,17%,0%,0%,-3%,3%
CCOC(=O)C1=C(C)NC(=O)NC1/C=C/c1ccccc1OC (stereo unspecified),13,-8%,u,-9%,-5%,6%,u,-1%,-2%
COc1ccc(Cl)cc1Nc1nc(-c2cccnc2)cs1,u,4%,-16%,-55%,u,3%,9%,u,8%
COc1ccccc1C(=O)NC(CCSC)C(=O)NNC(=O)c1ccccc1C (stereo unspecified),-8,10%,7%,2%,0%,-11%,1%,u,0%
CCOC(=O)c1ccc(NC(=O)NCc2ccccc2OC)cc1,-1,-16%,u,-9%,1%,-1%,-15%,-2%,-9%
CSc1nnc(N2C(=O)C(O)=C(C(=O)c3ccco3)C2c2cccc(Cl)c2)s1 (stereo unspecified),-12,x,-21%,0%,-2%,-1%,0%,-5%,-6%
CNC(=O)c1c(NC(=O)C2=COCCO2)sc2c1CCN(C(=O)OC)C2,-6,5%,0%,9%,3%,-24%,0%,-3%,-2%
COc1ccccc1NC(=O)Cn1c(=O)n(CCc2c[nH]c3ccccc23)c(=O)c2cccnc21,-10,2%,-4%,0%,18%,-3%,3%,0%,4%
C/C(=N/NC(=O)c1ccc(Cl)s1)c1cccnc1,-9,6%,u,29%,10%,3%,-11%,9%,-10%
Cc1ccc(-c2ccc3nnc(SCC(N)=O)n3n2)cc1,-8,16%,1%,17%,-19%,1%,7%,-2%,u
Cc1nc(N2CCOCC2)nc(N2CCN(c3ccccc3)CC2)c1[N+](=O)[O-],u,-8%,u,10%,u,2%,4%[9.24 µM],-9%,10%
Cc1c(Cl)c(-c2n[nH]c(=S)n2-c2ccccc2)nn1C,12,5%,3%,22%,1%,12%,1%,-10%,2%
Cc1cc(C)nc(NC(=NCCc2c[nH]c3ccccc23)NC(=O)Nc2cccc([N+](=O)[O-])c2)n1,-1,4%,-19%,4%,8%,-7%,-6%,u,-3%
COc1ccc(S(=O)(=O)Nc2ccc(-c3ccc4nncn4n3)cc2)c(OC)c1,-7,-4%,8%,u,u,-41%,u,-6%,u
Cc1cc2ncn(CS(C)(=O)=O)c2cc1C,13,-9%,0%,5%,0%,-4%,-3%,-10%,0%

# Some entries already given, reduced to ATXN2 expr inh, KB-V1 cytotox and KB-3-1 cytotox:
Structure	ATXN2 expr inh	KB-V1 cytotox	KB-3-1 cytotox
Cc1ccc(-c2ccc3nnc(SCC(N)=O)n3n2)cc1	16%	1%	17%
Cc1nc(N2CCOCC2)nc(N2CCN(c3ccccc3)CC2)c1[N+](=O)[O-]	-8%	u	10%
Cc1c(Cl)c(-c2n[nH]c(=S)n2-c2ccccc2)nn1C	5%	3%	22%
Cc1cc(C)nc(NC(=NCCc2c[nH]c3ccccc23)NC(=O)Nc2cccc([N+](=O)[O-])c2)n1	4%	-19%	4%

# (further entries)
SMILES,IL-1B inflam inh,ATXN2 expr inh,KB-V1 cytotox,KB-3-1 cytotox,MCF10A rereplic,WRN inhibitor,HT1080 IDH1KD tx,SW480 rereplic,HT1080NT lethal
COc1ccc(Cl)cc1NC(=O)CN(C)C(=O)c1ccc(N2CCCCC2)c([N+](=O)[O-])c1,-14,10%,u,15µM*,-2%,-12%,-17%,4%,-13%
CCN(CC)c1ccc(NC(=O)COC(=O)CSc2ccc(Br)cc2C)cc1,-10,5%,-12%,2%,-3%&-36%,-18%,-1%,-14%&3%,-7%
O=C(N/N=C/c1ccccc1O)C(=O)N1CCCCCC1,164,-33%,24%,u,17%,1%,8.2µM*,5.8µM*,u
CCCCc1nc2ccccc2c(NC(=O)CNC(C)(C)C)c1CCC,30,-28%,u,7%,14%,2%,-18%,2%,-15%
O=C(N/N=C/c1cccs1)c1[nH]ncc1Br,u,2%,11%,-7%,-35%[inhibitor],5%,1%,-11%,-11%
COc1ccccc1Cn1c(=S)[nH]c2cc(C(=O)NCc3cccnc3)ccc2c1=O,5,-24%,-14%,-19%,28%,-2%,-23%,-1%,-5%
CCOC(CC(=O)NNC(=O)c1c(-c2ccccc2Cl)noc1C)OCC,0,x,6%,-4%,-2%,-3%,3%,-4%,8%
O=C(O)c1cccc(NC(=O)c2ccc3c(c2)C(=O)N(Cc2ccco2)C3=O)c1,14,9%,-3%,8%,-1%,-19%[11.6 µM],17%,-6%,20%
COc1cc2c(cc1OC)CN(C(=O)c1cc(S(=O)(=O)N3CCOCC3)ccc1Cl)CC2,-22,5%,-5%,4%,8%,-5%,-2%,2%,0%
COc1cc(/C=N/NC(=Nc2ccc(C)cc2)c2nc3ccccc3s2)ccc1O,-13,u,0%,-7%,u,-14%,u,u,u
O=C(COc1coc(CN2CCN(c3ccc(F)cc3)CC2)cc1=O)NCC1CCCO1 (stereo unspecified),11,1%,0%,18%,23%,-7%,2%,8%,0%
COc1cc(C(=O)Nc2cccc(C)c2C)c(Br)c(OC)c1OC,0,6%,8%,-2%,1%,2%,0%,-9%,4%
COC(=O)c1sc(-c2ccc(C(C)(C)C)cc2)cc1NC(=O)c1ccccc1C(=O)O,2,11%,-2%,-8%,u,2%[11.6 µM],-25%,2%,-17%
COc1ccc(S(=O)(=O)N2CCOC23CCN(S(=O)(=O)c2cc(C)ccc2OC)CC3)cc1,10,8%,-1%,0%,2%,5%,-3%,-5%,-1%
O=C(NC(=S)Nc1ccc(C(=O)N2CCOCC2)cc1)c1ccc([N+](=O)[O-])cc1,19,-4%,-9%,-12%,-1%,-16%,-17%,11%,-12%
Cn1ncc([N+](=O)[O-])c1C(=O)Nc1ccccc1,2,x,2%,4%,-4%,3%,8%,-2%,9%
COc1ccc(OC)c(NC(=O)COC(=O)c2n[nH]c3ccccc23)c1,-3,-34%,17%,13%,3%,-1%,0%,3%,3%[9.24 µM]
Cc1nc(SCc2nc3c(F)cccc3[nH]2)c2oc3ccccc3c2n1,x,1%,-3%,-16%,u,x,x,0%,x
CC(=O)Nc1ccc(NS(=O)(=O)c2cc(Cl)ccc2Cl)cc1,46,-10%,4%,-1%,6%,-4%,1%,u,0%
CS(=O)(=O)N1N=C(c2ccco2)CC1c1ccco1 (stereo unspecified),31,x,u,3%,5%,-21%[11.6 µM],4%,0%,11%
CCN(CC)CCSc1nnc2c3ccccc3n(Cc3ccccc3)c2n1,-15,-36%,6%,u,19%,0%,u,u,u
CC1CCC(NC(=O)c2cccc(S(=O)(=O)N3CCN(c4ccccc4)CC3)c2)CC1 (stereo unspecified),30,-3%,-1%,5%,7%,4%,-1%,-81%[inhibitor],0%
O=C(COc1ccccc1)NNC(=S)NC(=O)c1ccc(Cl)cc1Cl,9,-10%,0%,-5%,15%,-17%,-23%,23%,-18%
COc1ccc(-c2cc(-c3ccccc3)c(C#N)c(=S)[nH]2)cc1,12,x,u,-8%,1%,-2%,2%,-24%,-1%
Cc1cc(C)c(OCC(=O)OCCNC(=O)c2cccnc2)c(C)c1,22,-4%,-1%,0%,-1%,-2%,1%,-90%[inhibitor],0%
CCOC(=O)C1Sc2ccccc2NC1=O (stereo unspecified),-6,7%,0%,7%,17%,0%,18%,u,15%
COCc1cc(C)nc(N2CCCCC2)c1C#N,0,5%,-3%,u,7%,-2%,2%,0%[9.22 µM],2%

# Grouped by structure, those above with a COOH group (two)
SMILES,IL-1B inflam inh,ATXN2 expr inh,KB-V1 cytotox,KB-3-1 cytotox,MCF10A rereplic,WRN inhibitor,HT1080 IDH1KD tx,SW480 rereplic,HT1080NT lethal
O=C(O)c1cccc(NC(=O)c2ccc3c(c2)C(=O)N(Cc2ccco2)C3=O)c1,14,9%,-3%,8%,-1%,-19%[11.6 µM],17%,-6%,20%
COC(=O)c1sc(-c2ccc(C(C)(C)C)cc2)cc1NC(=O)c1ccccc1C(=O)O,2,11%,-2%,-8%,u,2%[11.6 µM],-25%,2%,-17%
